Bioassay records (PubChem BioAssay)
NCI-60 one-dose screen, 48 h, at 10 µM unless noted. Numbers give growth in % (100 = growth as untreated, 0 = no growth, -100 = all killed).
KM12 – KM12 colon cancer cells | 5% of 82,000 active
NCI-H226 – NCI-H226 lung cancer | 3.5% of 79,000 active
HCT-15 – HCT-15 colon cancer | 5.2% of 82,000 active
NCI-H460 – NCI-H460 lung cancer. 6.8% of 82,000 active. AID 1794736
HT29 – HT29 colon cancer; 7.4% of 81,000 active
HCT-116 – HCT-116 colon cancer. 7.3% of 82,000 active. AID 1794798
SW-620 – SW-620 colon cancer | 5.2% of 82,000 active | AID 1794795
NCI-H322M – NCI-H322M lung cancer; 2.7% of 80,000 active; AID 1794733
COLO 205 – COLO 205 colon cancer. 7.3% of 79,000 active. AID 1794742
An asterisk follows results filed as active; / = not tested or not shown; & = joins results of further samples. The calls were made as follows: active = growth percent below 10; inactive = the rest.

The line under a structure holds: NCI-H460 | HCT-15 | NCI-H322M | COLO 205 | NCI-H226 | SW-620 | HCT-116 | KM12 | HT29
CN1c2ccccc2Sc2cc(/C=N/Nc3nc4ccccc4s3)ccc21
  108.8 | 97.6 | 94.6 | 102.0 | 94.9 | 106.0 | 97.7 | 99.1 | 109.3
CC1(C)CCc2cc(-c3ccn(S(=O)(=O)c4ccc(C(C)(C)C)cc4)n3)ccc2O1
  82.9 | 87.0 | 95.6 | 118.0 | 70.5 | 89.7 | 73.1 | 90.5 | /
COc1cc2c(cc1OC)C1=NN(C(=O)Nc3ccc(F)cc3)C(c3ccccc3Cl)C1C2 (stereo not drawn)
  97.9 | 64.9 | 96.0 | 107.2 | 103.5 | 89.6 | 78.4 | 70.1 | 76.8
Cc1ccc(S(=O)(=O)N(CCCBr)c2ccccc2)cc1
  38.2 | 90.6 | 83.3 | 109.6 | 96.6 | 80.1 | 76.8 | 75.9 | 95.1
C#CCSc1n[nH]c(=O)n1C1CCCCC1
  101.3 | 103.1 | 100.1 | 113.2 | 93.9 | 106.9 | 103.8 | 103.0 | 93.3
Cn1c(O)c(N=NC(=O)c2cc3ccccc3[nH]2)c2ccccc21
  99.5 | 93.1 | 94.4 | 107.7 | 78.6 | 100.8 | 87.4 | 96.4 | 99.2
CC1=C(C(=O)c2ccccc2)C(c2ccc(-n3cncn3)cc2)n2c(nc3ccccc32)N1 (stereo not drawn)
  80.5 | 83.9 | 79.5 | 95.4 | 87.4 | / | 73.0 | 94.6 | 93.7
COc1ccc2cc([C@H](C)C(=O)N/N=C/c3ccc(O)cc3)ccc2c1
  93.8 | 80.2 | 87.6 | 120.1 | 86.7 | / | 81.6 | 98.5 | 97.7
Cn1c(=O)c2[nH]c(N3CCCCC3)nc2n(C)c1=O
  110.8 | 102.7 | 137.4 | 123.8 | 106.0 | 105.6 | 84.8 | 106.5 | 103.1
CC1=C(C(=O)OC(C)(C)C)C(c2ccc3c(c2)OCO3)NC(=O)N1 (stereo not drawn)
  107.8 | 104.6 | 113.3 | 119.4 | 94.6 | 112.7 | 93.9 | 104.5 | 113.4
Cc1nn(-c2ccccc2)c(N2CCCC2)c1-c1nc2ccc(C(=O)NN=Cc3ccc(Cl)cc3)cc2[nH]1
  81.8 | 75.2 | 98.0 | 95.4 | 89.8 | 92.1 | 72.8 | 73.7 | 82.4
O=[N+]([O-])c1ccc(O)c(Cc2cc([N+](=O)[O-])ccc2O)c1
  101.3 | 98.9&95.6 | 115.5&104.2 | 114.8&98.1 | 113.5&102.8 | 94.4 | 98.8&91.0 | 110.7&97.9 | 112.0&109.3
CCOc1c(Cl)cc(CNCC(O)c2ccccc2)cc1OC (stereo not drawn)
  99.7 | 90.7 | 99.1 | 107.5 | 103.1 | 98.1 | 100.0 | 96.1 | 97.8
c1ccc(CCCCc2ccccn2)cc1
  106.8 | 100.4 | 126.8 | 105.1 | 101.8 | 101.1 | 107.4 | 107.5 | 111.2
COc1c(C(=O)Nc2ccc(C)c(Br)c2)ccc2ccccc12
  102.3 | 61.2 | 103.9 | 100.8 | 103.5 | 81.1 | 96.5 | 81.2 | 78.5
CCCCCCCCCCCC(=O)Oc1ccc(O)cc1
  108.7 | 95.6 | 92.3 | 115.2 | 104.7 | 111.3 | 95.1 | 103.4 | 91.3
Cc1cc(=O)oc2cc(OCCCOc3ccc(/C=C/C(=O)Nc4ccccc4[N+](=O)[O-])cc3)ccc12
  110.0 | 87.8 | 111.4 | 126.4 | 114.5 | 111.6 | 105.7 | / | 120.2
COC(=O)c1c(C(=O)OC)c2n(CC(=O)Nc3cccc4cccnc34)c3ccccc3n2c1C(=O)c1ccc([N+](=O)[O-])cc1
  107.9 | 105.3 | 96.3 | 109.7 | 102.2 | 102.1 | 88.5 | 105.7 | 103.1
FC(F)(F)c1cc(-c2nnc3n2NC(=NC2CCCCC2)CS3)cc(C(F)(F)F)c1
  101.7 | 106.6 | 105.1 | 107.9 | 92.3 | 98.5 | 111.0 | 110.1 | 101.8
COC(=O)C1=COC(C)C2C[n+]3ccc4c([nH]c5ccccc54)c3CC12 (stereo not drawn)
  95.1&113.3 | 101.2&104.0 | 95.9&106.7 | 99.7&106.3 | 71.2&87.1 | 84.0&100.1 | 99.5&98.4 | 97.8&101.9 | 81.3&99.4
CC1=CC(=O)c2cccc(NC3=NCCO3)c21
  107.1 | 102.3 | 99.4 | 102.2 | 94.2 | 95.2 | 97.9 | 97.7 | 100.7
O=C1c2cccc(S(=O)(=O)O)c2C(=O)c2cccc(Cl)c21
  110.8 | 94.0 | 96.5 | 94.9 | 97.0 | 104.3 | 100.6 | 97.1 | 87.1
COc1ccc(C2NC(=O)c3ccccc3N2)c(OC)c1OC (stereo not drawn)
  98.4 | 80.6 | 91.7 | 116.3 | 105.4 | 73.5 | 95.5 | 76.6 | 96.9
CCN1CCN(C(=O)[C@]2(C)CC[C@]3(C)CC[C@]4(C)C(=CC(=O)[C@@H]5[C@@]6(C)CC[C@H](O)C(C)(C)[C@@H]6CC[C@]54C)[C@@H]3C2)CC1
  102.8 | 93.3 | 112.8 | 115.4 | 93.8 | 104.2 | 91.0 | 101.1 | 82.6
COC(C)c1cc(C(C)(C)C)c(O)c(C(C)(C)C)c1 (stereo not drawn)
  106.0 | 109.2 | 101.6 | 106.5 | 86.8 | 99.9 | 100.3 | 107.5 | 89.7
COc1ccc(CCN2C(=O)CCSC2=S)cc1
  77.0 | 12.4 | 87.6 | 36.3 | / | 21.9 | 17.1 | 0.3* | 18.0
COc1ccc(C(=O)N/N=C/c2cc(OC)ccc2OC)cc1
  102.4 | 85.2 | / | 111.2 | 91.1 | 100.0 | 105.2 | 106.2 | 114.6
CCn1c(-c2cc3c([nH]c4ccccc43)c(-c3cccc(O)c3)n2)n[nH]c1=S
  47.1 | 50.2 | 73.2 | 92.5 | 75.9 | 62.8 | 48.2 | 28.4 | -19.4*
CC(C)(C)n1cc(-c2ccnc(NCCNS(=O)(=O)c3ccc(F)cc3)c2)c(-c2cccc(F)c2)n1
  96.5 | 73.1 | 99.1 | 95.5 | 89.4 | 96.9 | 87.3 | 92.5 | 70.4
CCCC(=O)OC1CCCCC1C1CCCCC1 (stereo not drawn)
  110.4 | 101.0 | 94.9 | 113.5 | 92.4 | 110.1 | 106.7 | 108.4 | 108.6

Seven structures from above, sorted by SMILES length, largest number first.
The line under a structure holds: NCI-H460 | HCT-15 | NCI-H322M | COLO 205 | NCI-H226 | SW-620 | HCT-116 | KM12 | HT29
CC1(C)CCc2cc(-c3ccn(S(=O)(=O)c4ccc(C(C)(C)C)cc4)n3)ccc2O1
  82.9 | 87.0 | 95.6 | 118.0 | 70.5 | 89.7 | 73.1 | 90.5 | /
CCn1c(-c2cc3c([nH]c4ccccc43)c(-c3cccc(O)c3)n2)n[nH]c1=S
  47.1 | 50.2 | 73.2 | 92.5 | 75.9 | 62.8 | 48.2 | 28.4 | -19.4*
COC(=O)C1=COC(C)C2C[n+]3ccc4c([nH]c5ccccc54)c3CC12 (stereo not drawn)
  95.1&113.3 | 101.2&104.0 | 95.9&106.7 | 99.7&106.3 | 71.2&87.1 | 84.0&100.1 | 99.5&98.4 | 97.8&101.9 | 81.3&99.4
O=[N+]([O-])c1ccc(O)c(Cc2cc([N+](=O)[O-])ccc2O)c1
  101.3 | 98.9&95.6 | 115.5&104.2 | 114.8&98.1 | 113.5&102.8 | 94.4 | 98.8&91.0 | 110.7&97.9 | 112.0&109.3
COC(C)c1cc(C(C)(C)C)c(O)c(C(C)(C)C)c1 (stereo not drawn)
  106.0 | 109.2 | 101.6 | 106.5 | 86.8 | 99.9 | 100.3 | 107.5 | 89.7
CCOc1c(Cl)cc(CNCC(O)c2ccccc2)cc1OC (stereo not drawn)
  99.7 | 90.7 | 99.1 | 107.5 | 103.1 | 98.1 | 100.0 | 96.1 | 97.8
CCCCCCCCCCCC(=O)Oc1ccc(O)cc1
  108.7 | 95.6 | 92.3 | 115.2 | 104.7 | 111.3 | 95.1 | 103.4 | 91.3

An excerpt of these results, field by field:
CCn1c(-c2cc3c([nH]c4ccccc43)c(-c3cccc(O)c3)n2)n[nH]c1=S
  NCI-H460 = 47.1; HCT-15 = 50.2; NCI-H322M = 73.2; COLO 205 = 92.5; NCI-H226 = 75.9; SW-620 = 62.8; HCT-116 = 48.2; KM12 = 28.4; HT29 = -19.4*
CC(C)(C)n1cc(-c2ccnc(NCCNS(=O)(=O)c3ccc(F)cc3)c2)c(-c2cccc(F)c2)n1
  NCI-H460 = 96.5; HCT-15 = 73.1; NCI-H322M = 99.1; COLO 205 = 95.5; NCI-H226 = 89.4; SW-620 = 96.9; HCT-116 = 87.3; KM12 = 92.5; HT29 = 70.4

The list goes on.
The line under a structure holds: NCI-H460 | HCT-15 | NCI-H322M | COLO 205 | NCI-H226 | SW-620 | HCT-116 | KM12 | HT29
Cc1cc(C)n(C(=O)CNC(=O)Cn2c(=O)[nH]c3ccccc3c2=O)n1
  107.2 | 101.2 | 103.4 | 113.4 | 97.9 | 103.6 | 96.1 | 109.4 | 109.4
N#C/C(=C/c1cc(Cl)cc(Cl)c1O)C(N)=O
  101.9 | 97.4 | 102.8 | 108.2 | 98.8 | 117.9 | 98.3 | 165.9 | 114.6
Nc1c(C(=O)NN2C(=O)c3ccccc3C2=O)sc(S)c1-c1nc2ccccc2s1
  100.5 | 112.5 | 87.4 | 106.9 | 80.5 | 104.2 | 100.2 | 91.7 | 98.0
COc1ccc(C2=C(c3c[nH]c4ccccc34)C(=O)OC2)cc1OC
  101.5 | 76.4 | 91.5 | 110.7 | / | 95.4 | 103.3 | 88.0 | 109.1
O=C(CBr)OCCC1CCCCC1
  113.4 | 99.3 | 110.5 | 113.6 | 102.6 | 112.3 | 93.1 | 103.4 | 108.8
COc1cc2oc(-c3cccc(NC(=O)c4cc(N)ccc4Cl)c3)cc(=O)c2c(OC)c1OC
  104.5 | 85.7 | 105.2 | 117.0 | 97.1 | 110.2 | 101.1 | 96.4 | 109.7
Cc1cc(C)cc(C(=O)Nc2cccc(C#Cc3cccc4[nH]nc(N)c34)c2)c1
  50.7 | 33.8 | 88.4 | 77.9 | 67.3 | 38.6 | 43.2 | 12.6 | 41.7
CC1=C(C(=O)n2nc3ccccc3n2)C(c2ccc(Cl)cc2)C(C(=O)n2nc3ccccc3n2)=C(C)N1
  101.5 | 103.3 | 100.3 | 112.9 | 93.3 | 103.6 | 102.9 | 103.0 | 117.5
CC1CCCCC1(O)C[N+](=O)[O-] (stereo not drawn)
  108.7 | 107.4 | 103.3 | 115.5 | 106.9 | 108.9 | 100.5 | 137.4 | 104.4
O=C(NCc1ccccc1)/C(=C/c1ccccc1[N+](=O)[O-])CC(=O)c1ccc(Cl)c(Cl)c1
  101.8 | 98.2 | 91.2 | 110.1 | 93.4 | 98.9 | 96.1 | 99.9 | 109.0
COc1ccc(CO)cc1OC
  107.1 | 103.9 | 96.6 | 125.3 | 104.5 | 103.4 | 100.4 | 101.7 | 109.6
COc1ccc(NC(=O)c2ccc3c(c2)NC(=O)[C@@H]2CCCN32)cc1
  107.0 | 92.8 | 96.1 | 105.5 | 102.7 | 102.2 | 94.2 | 89.5 | 96.1
CCN1CCCC1CNC(=O)c1ncc(-c2ccc(C(F)(F)F)cc2)c(NC2CCCCCC2)n1 (stereo not drawn)
  80.4 | 90.8 | 84.7 | 42.7 | 86.0 | 96.2 | 54.9 | 75.3 | 11.7
Cc1cc(-c2cccc(S(=O)(=O)NC(=O)[C@@H](N)CC(C)C)c2)nc(N)n1
  106.5 | 102.3 | 114.0 | 129.1 | 96.8 | 114.4 | 100.5 | 102.2 | 97.5
Cc1nc(-c2ccccc2)cc2c(O)c(C(=O)N/N=C/c3ccc(N(C)C)cc3)[nH]c(=O)c12
  94.9 | 83.1 | 90.5 | 108.7 | 107.2 | 75.0 | 57.6 | 82.3 | 72.9
C=C(C[n+]1ccccc1)[C@@H]1CC[C@]2(COC(C)=O)CC[C@]3(C)[C@H](CC[C@@H]4[C@@]5(C)CC[C@H](O)C(C)(C)[C@@H]5CC[C@]43C)[C@@H]12
  105.4 | 108.8 | 105.5 | 91.2 | 101.2 | 104.4 | 100.3 | 96.4 | 90.1
O=C1NC(=O)c2cc(Br)ccc21
  110.2 | 98.2 | / | 107.4 | 103.9 | 111.8 | 103.2 | 102.8 | 91.8
Cc1ccc(S(=O)(=O)Nc2cc(C)nc3ccccc23)cc1
  95.5 | 76.8 | 92.7 | 90.5 | 79.3 | 86.8 | 75.4 | 76.5 | 87.1
COc1ccc2c(c1)Sc1c(ccc3ccccc13)N2CCCN(C)C
  92.3 | 72.6 | 95.6 | 86.2 | 87.3 | 90.3 | 85.1 | 78.4 | 82.7
Cc1cc(Nc2nc(N3CCN(C)CC3)nc3ccccc23)n[nH]1
  69.6 | 56.5 | 86.4 | 58.0 | 81.6 | 69.2 | 50.3 | 19.0 | 61.5
CCN1C(=O)N(CC)C2C1NN=c1s/c(=C\c3cccs3)c(=O)n12 (stereo not drawn)
  8.1* | 16.5 | 42.7 | -7.0* | 79.0 | 20.9 | 15.4 | 19.8 | 60.2
COc1ccc(C(=O)Nc2cccc(-c3cc(=O)c4ccccc4o3)c2)cc1OC
  105.6 | 91.3 | 109.3 | 96.3 | 101.9 | 102.0 | 100.7 | 98.9 | 95.3
COc1cc2c3cc1Oc1c(OC)c(OC)cc4c1C(Cc1ccc(O)c(c1)Oc1ccc(cc1)CC3N(C)CC2)N(C)CC4 (stereo not drawn)
  2.9* | 6.3* | 44.6 | -97.3* | / | -46.8* | -94.7* | 12.9 | -21.8*
CCc1c(C)c2cc3nc(-c4ccc(OC)cc4)oc3c(C)c2oc1=O
  101.4 | 94.9 | 100.0 | 90.8 | 102.4 | 99.1 | 90.5 | 101.4 | 75.4
CC1CC=CCC1C(=O)OCCOC(=O)C1CC=CCC1C (stereo not drawn)
  107.5 | 113.3 | 112.7 | / | 105.8 | 98.5 | 93.9 | 108.4 | 96.2
C[C@H](N)C(=O)N1CCCC(OC(=O)NC(C)(C)c2csc(-c3ccc(F)cc3)n2)C1 (stereo partly drawn)
  102.3 | 95.5 | 89.2 | 101.0 | 94.1 | 92.5 | 103.6 | 100.1 | 96.5
